# TDP1 inh: qHTS Assay for Inhibitors of Tyrosyl-DNA Phosphodiesterase (TDP1). Potency, µM (highest dose often 130 µM), for the others: top-dose activity change, negative = inhibition, most hits filed as inhibitors. Tyrosyl-DNA phosphodiesterase 1 (Homo sapiens), Q9NUW8. 0.28% of 350,000 active. recombinant TDP1, AlphaScreen DNA substrate cleavage; further: nearly all actives have a fitted effect of over 40% in size
# Target sequence (Q9NUW8 whole entry, looked up): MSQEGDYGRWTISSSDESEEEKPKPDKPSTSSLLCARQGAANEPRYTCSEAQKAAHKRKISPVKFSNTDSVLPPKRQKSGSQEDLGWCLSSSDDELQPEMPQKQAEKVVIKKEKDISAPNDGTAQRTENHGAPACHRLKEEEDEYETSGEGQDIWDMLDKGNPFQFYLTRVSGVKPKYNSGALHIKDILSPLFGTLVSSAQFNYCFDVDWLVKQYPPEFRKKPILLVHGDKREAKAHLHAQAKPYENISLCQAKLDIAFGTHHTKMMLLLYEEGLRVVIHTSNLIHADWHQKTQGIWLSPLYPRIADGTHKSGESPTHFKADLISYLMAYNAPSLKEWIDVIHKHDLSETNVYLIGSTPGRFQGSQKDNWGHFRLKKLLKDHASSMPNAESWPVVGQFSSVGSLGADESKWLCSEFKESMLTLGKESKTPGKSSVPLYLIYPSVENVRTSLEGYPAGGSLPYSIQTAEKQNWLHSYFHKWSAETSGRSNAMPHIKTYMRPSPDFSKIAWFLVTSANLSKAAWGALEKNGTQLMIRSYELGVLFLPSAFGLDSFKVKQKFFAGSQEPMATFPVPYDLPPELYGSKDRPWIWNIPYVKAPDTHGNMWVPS
#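 Recombinant E. coli-expressed Tdp1 (1 nM) preincubated with compound 15 min at RT, then 5'-biotin/3'-phosphotyrosine-FITC DNA substrate (15 nM) added for 5 min. AlphaScreen beads (10 ug/ml) added, 10 min RT; tyrosine-FITC cleavage read as signal loss.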
# TDP1 cell CPT: qHTS for Inhibitors of human tyrosyl-DNA phosphodiesterase 1 (TDP1): qHTS in cells in presence of CPT; chicken DT40 Tdp1-/-;hTDP1 cells + 20 nM CPT, ATP luminescence, 48 h; Potency, µM (doses to about 46.2 µM), for the others: at the top dose activity change, negative = growth inhibition, hits mostly inhibitors; 12% of 420,000 active; further: nearly all actives have a fitted effect of over 55% in size
#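 Cell growth measured by CellTiter-Glo luminescence after a minimum 48 h, 37 C compound exposure with 20 nM CPT in Tdp1-knockout DT40 cells stably expressing hTDP1, seeded 400/well; qHTS titration format.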
# TDP1 cell noCPT: qHTS for Inhibitors of human tyrosyl-DNA phosphodiesterase 1 (TDP1): qHTS in cells in absence of CPT; DT40 Tdp1-/- hTDP1 cells, no CPT, ATP luminescence, 48 h; Potency, µM (highest dose often 46.2 µM), inactives show at the highest dose activity change, negative = growth inhibition, hits mostly inhibitors; 15% of 420,000 active; further: nearly all actives have a fitted effect of over 55% in size
#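 DT40 Tdp1-/-;hTDP1 cells, no CPT (DMSO vehicle only), 400 cells/well; compounds pin-transferred; ≥48 hr, 37 °C; CellTiter-Glo 30 min RT dark, luminescence read.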
# * marks the source's active call; other numbers are inactive results; ? = inconclusive; . = not tested or not shown; [ ] = dose if it differs, or a comment. The call rests on the fitted dose curve; in most records, active means well fitted curve in the direction sought with a large enough effect; inconclusive means small, poorly fitted or top-dose-only effect, or another doubt; inactive means no such curve, though single readings can be large; an effect the other way counts as inactive or inconclusive. On the % scale 0 is the no-effect control and ±100 the full control effect; potency means the concentration at half of the fitted maximal effect. An unsorted share of the library. About 18% of those tested had a hit in this group.
# Each structure is followed by: TDP1 cell noCPT | TDP1 inh | TDP1 cell CPT
- O=C(Cn1nnc(-c2ccccc2F)n1)Nc1ccc(S(=O)(=O)NC2CCCC2)cc1
 : ? | 7% | -32%
- O=c1cc(O)n(-c2ccccc2)c(=S)[nH]1
 : ? | -7% | 21µM*
- CC(C)(C)NC(=S)NNC(=O)c1ccccc1Cl
 : 10µM* | -3% | 15µM*
- O=[N+]([O-])c1ccc(N2CCN(CC3CCCCC3)CC2)cc1
 : ? | . | ?
- OCc1ccccc1O[C@H]1OC(CO)C(O)C(O)C1O (stereo not given in full)
 : -6% | 7%[56.1 µM] | -11%
- CN1C(=O)Cc2cc(S(=O)(=O)Nc3ccc(N4CCOCC4)cc3)ccc21
 : -5% | 10% | 6%
- CCn1c(=O)c2sccc2n(CC(=O)NC2CCCC2)c1=O
 : -10% | 5% | -1%
- Cc1cccc2cc(C3CC(c4cccs4)=NN3S(C)(=O)=O)c(Cl)nc12 (stereo not given)
 : ? | 0% | ?
- Cc1ccc2sc(NC(=O)c3ccc(N4C(=O)CCC4=O)cc3)nc2c1C
 : ? | 0% | -3%
- COc1ccc(S(=O)(=O)N(C)C[C@H]2OCCCC[C@@H](C)Oc3ccc(NC(=O)CCC(F)(F)F)cc3C(=O)N([C@H](C)CO)C[C@@H]2C)cc1
 : -30% | . | -26%
- CC(C)CN(C(=O)COC(=O)c1ccc([N+](=O)[O-])o1)C1CCS(=O)(=O)C1 (stereo not given)
 : 4% | 5% | -20%
- Cc1ccc(Sc2c(C)nn(-c3ccccc3)c2OC(=O)C(C)(C)C)cc1
 : -5% | 12% | -16%
- Cc1ccc(/C=C/C(=O)c2ccccc2)cc1
 : ? | 2% | ?
- COc1ccc(S(=O)(=O)N2CCCC(C(=O)NCCC3=CCCCC3)C2)cc1 (stereo not given)
 : ? | 3% | -7%
- CCCOC(=O)c1ccc(OCC(O)CN2C(=O)NC(C)(C)C2=O)cc1 (stereo not given)
 : -17% | -2% | -15%
- COc1ccc(S(=O)(=O)N2CC3C4C=CC(C4)C3C2)cc1 (stereo not given)
 : -16% | 4% | -5%
- Cc1c(NC(=O)C(C)OC(=O)c2sc3ccccc3c2Cl)c(=O)n(-c2ccccc2)n1C (stereo not given)
 : -4% | -3% | 5%
- COc1ccc2[nH]cc(C(O)CN3CCN(c4ccccc4F)CC3)c2c1 (stereo not given)
 : ? | 2% | ?
- Cc1ccccc1-n1c(SCC(=O)c2c(N)n(C3CC3)c(=O)[nH]c2=O)nnc1N1CCOCC1
 : -20% | 1% | 13%
- Cc1ccc(S(=O)(=O)N2CCN(C(=S)NCC3CCCO3)CC2)cc1 (stereo not given)
 : -5% | 0% | 3%
- CC(C)n1c(NCCO)nc2ccccc21
 : 2% | 6% | 6%
- Cc1ccc(CNC(=O)CCCc2ccccc2)cc1
 : -4% | 3% | -1%
- O=C(NCc1ccccc1Cl)C1CCN(S(=O)(=O)c2ccc(F)cc2)CC1
 : -18% | 2% | -18%
- C=CCN1C(=O)C(C)NC1=S (stereo not given)
 : -6% | . | 15%
- CCC1(C)Cc2nc3[nH]c(=S)n(-c4ccc(C)cc4)c(=O)c3cc2CO1 (stereo not given)
 : ? | -2% | -4%
- CS(=O)(=O)CCNCc1ccc(-c2ccc3ncnc(Nc4ccc(OCc5cccc(F)c5)c(Cl)c4)c3c2)o1
 : -6% | . | 8%
- O=C(Nc1ccc(F)cc1)C(c1ccncc1)N1CCN(CC(=O)N2CCCC2)CC1 (stereo not given)
 : -8% | . | 1%
- O=C1CCC[C@@H]2C[C@@]3(C[C@@H]4CCN1[C@H]24)Nc1ccccc1NC3=NCc1ccccc1
 : -4% | . | -16%
- O=C(C[C@H]1C/C=C/CC[C@H](Cc2ccc(F)cc2)C(=O)O[C@H](c2ccccc2)CNC1=O)NCCO
 : ? | -1% | ?
- Cn1c(=O)c2cc(NC(=S)NC3CCCCC3)ccc2n1Cc1cccc(C(F)(F)F)c1
 : ? | . | ?

# Given with tabs: six of the compounds above.
SMILES	TDP1 cell noCPT	TDP1 inh	TDP1 cell CPT
O=C(C[C@H]1C/C=C/CC[C@H](Cc2ccc(F)cc2)C(=O)O[C@H](c2ccccc2)CNC1=O)NCCO	?	-1%	?
CS(=O)(=O)CCNCc1ccc(-c2ccc3ncnc(Nc4ccc(OCc5cccc(F)c5)c(Cl)c4)c3c2)o1	-6%	.	8%
O=C1CCC[C@@H]2C[C@@]3(C[C@@H]4CCN1[C@H]24)Nc1ccccc1NC3=NCc1ccccc1	-4%	.	-16%
O=C(Nc1ccc(F)cc1)C(c1ccncc1)N1CCN(CC(=O)N2CCCC2)CC1 (stereo not given)	-8%	.	1%
C=CCN1C(=O)C(C)NC1=S (stereo not given)	-6%	.	15%
CCC1(C)Cc2nc3[nH]c(=S)n(-c4ccc(C)cc4)c(=O)c3cc2CO1 (stereo not given)	?	-2%	-4%

# The results go on.
# Each structure is followed by: TDP1 cell noCPT | TDP1 inh | TDP1 cell CPT
- COn1c(=O)c(=O)n(O)c2ccccc21
 : -5% | -1% | -6%
- CCOC(=O)C(Cc1ccnnc1)=NO
 : ? | . | -30%
- COc1ccc(-c2nn3c(=O)cc(CN4CCN(C(=O)c5ccc(OC)c(OC)c5)CC4)nc3s2)cc1
 : -28% | 3% | ?
- O=C(CCC1COc2ccccc2O1)NCc1ccco1 (stereo not given)
 : -25% | 0% | ?
- Cc1ccccc1N1C(=O)c2sc3nc4c(c(=O)n3c2C1=O)CCC4
 : 18µM* | 2% | 5.8µM*
- COc1cccc(C(c2nnnn2-c2c(C)cccc2C)N2CCN(C/C=C/c3ccccc3)CC2)c1OC (stereo not given)
 : ? | . | ?
- COC(=O)C1CN(C(=O)C(C)Oc2ccccc2F)c2ccccc2O1 (stereo not given)
 : 7% | . | 6%
- CCC(=O)c1ccc(Oc2nc3c(c(=O)n(C)c(=O)n3C)n2CC)cc1
 : ? | . | ?
- CC(=O)c1ccc(NC(=O)Cn2ncc3c(C)n(Cc4ccc(F)cc4)c(C)c3c2=O)cc1
 : -17% | 0% | 1%
- CC1CC(C)CN(CCCNC(=O)CCNC(=O)Cn2ccc3ccccc3c2=O)C1 (stereo not given)
 : -9% | 6% | 9%
- COc1cc2c(cc1OC)CN(C(=O)[C@@H]1C[C@H](NCc3cn(C)c4ccccc34)CN1C1Cc3ccccc3C1)CC2
 : ? | . | ?
- COCCCNC(=O)c1ccc2c(=O)n(C3CCCC3)c(=S)[nH]c2c1
 : -14% | 5% | -21%
- COc1cc2c(C(=O)N(C)c3cccc(C(F)(F)F)c3)cn(CC(C)C)c(=O)c2cc1OC
 : 18µM* | 6% | 13µM*
- Cc1ccc(C(=O)NCC(=O)OCc2nnc(-c3ccc([N+](=O)[O-])cc3)o2)cc1
 : -22% | . | -26%
- Cc1cc(-c2ccccc2)[nH]c(=O)c1C#N
 : 13% | -5% | 0%
- O=C(CCn1nnc2ccccc21)Nc1nnc(Cc2ccc(F)cc2)s1
 : -22% | 8% | -37%
- CCOc1ccc2c(c1)OC(c1ccc(OC)cc1)(C(F)(F)F)NC2=O (stereo not given)
 : 3.3µM* | 3% | 3.3µM*
- O=C(CN1C2CCCC1CC(NC(=O)c1ccccc1)C2)NC1CC1 (stereo not given)
 : 1% | 2% | 3%
- COC(=O)CNC(=O)CSc1ccccn1
 : -2% | 7% | -3%
- Cc1noc(C)c1COc1cccc(C(=O)OCC(=O)N2CC(=O)Nc3ccccc32)c1
 : 0.65µM* | 4% | 0.58µM*
- C[C@H](NC(=O)[C@H](Cc1ccccc1)NC(=O)c1cc2cc(Cl)ccc2n1C)C(=O)O
 : 6% | . | -6%
- CSCCC(NC(=O)c1ccccc1Br)C(=O)NCc1ccc(F)cc1 (stereo not given)
 : 19% | . | 0%
- CCOc1ccc(S(=O)(=O)NCCC(=O)NC(C)CCc2ccccc2)cc1 (stereo not given)
 : ? | 0% | -26%
- Cc1cccc(CSC(=N)N)c1
 : ? | 8% | -1%
- Cc1ccc(C(=O)c2ccc([N+](=O)[O-])cc2)cc1C
 : -22% | 3% | -25%
- CCOc1ccc(NC(=O)CSc2ncn[nH]2)c([N+](=O)[O-])c1
 : -28% | 2% | -11%
- O=C(NCC1CCCO1)C(C(=O)c1ccc(F)cc1)n1ccccc1=O (stereo not given)
 : 23µM* | -1% | ?
- O=C(CCCn1c(=O)c2sccc2n(Cc2cccc(Cl)c2)c1=O)NCc1ccc2c(c1)OCO2
 : -18% | 2% | ?
- O=C(OCC1CCC=CO1)C1CCC=CO1 (stereo not given)
 : 4% | . | 0%
- O=C(C1CCCCN1S(=O)(=O)c1ccccc1[N+](=O)[O-])N1CCCCC1 (stereo not given)
 : -18% | 8% | -19%
- COc1cccc(C(=O)N2CCN(C(=O)C3CCCO3)CC2)c1 (stereo not given)
 : 1% | 1%[56.1 µM] | 5%
- NC(=O)c1ccc(Nc2ccc([N+](=O)[O-])cc2[N+](=O)[O-])cc1
 : -7% | 2% | -18%
- Cc1cccc(S(=O)(=O)Nc2ccc(C)c3c2OC(C)(C)C3)c1
 : ? | 5% | ?
- COc1ccc(-c2c(C)nn(-c3ccccc3)c2N)cc1OC
 : -26% | 2% | -6%
- CCCC(=O)Nc1nn(CC(C)C)c2nc3cc(C)ccc3cc12
 : -2% | . | -17%
- O=C(COC(=O)c1ccccc1OCc1cccc(Br)c1)Nc1ccc(Br)cc1
 : ? | . | ?
- CC(NCc1cccs1)C(=O)Nc1cc(Cl)cc(Cl)c1 (stereo not given)
 : ? | 1% | -1%
- CCCN(C(=O)c1cn(CC)c2nc(C)ccc2c1=O)c1c(N)n(Cc2ccccc2)c(=O)[nH]c1=O
 : -8% | 8% | 9%
- CCCCOc1ncnc2c1[nH]c1ccc(C)cc12
 : 21µM* | -4% | ?
- Cc1cccc(C)c1OCc1cc(C(=O)N2CCN(c3ccc(F)cc3)CC2)no1
 : -24% | 1% | ?
- CN1CCN(S(=O)(=O)c2cccc(C(=O)N3CCN(c4ccccc4F)CC3)c2)CC1
 : 12% | . | -2%
- c1csc(Cn2nnnc2CN2CCN(c3nc4ccccc4s3)CC2)c1
 : ? | 5% | -14%
- Cc1onc(-c2ccccc2)c1C(=O)N1CCCSC1=Nc1ccccc1
 : ? | -2% | 39%[activator]
- CC(=O)c1cccc(NC(=O)CNC(=O)Cc2cccc3ccccc23)c1
 : -15% | 1% | 8%
- Cc1cc(NC(=O)CSc2[nH]c(=O)cc(C(F)(F)F)c2C#N)no1
 : 3% | 3% | -1%
- COCCNC(=O)C(c1ccc(C)o1)N(C(=O)c1snc(C(N)=O)c1N)c1cccc(C)c1 (stereo not given)
 : -23% | 0% | ?
- Fc1ccc(Cn2nnc3ccccc32)cc1
 : -68% | . | ?
- COc1ccccc1[C@H]1C(c2cccc(C)c2)=NN(c2ccccc2)[C@@H]1CO
 : ? | -15%[56.1 µM] | ?
- NC(=O)c1sc2nc3c(c(-c4ccco4)c2c1N)CCCC3
 : 16µM* | . | ?
- C=CCn1c(CSc2nc3ccccc3s2)nnc1SCC(=O)NCCN1CCOCC1
 : 5% | 4% | -5%

# (cont.)
# Each structure is followed by: TDP1 cell noCPT | TDP1 inh | TDP1 cell CPT
- NC1=C([N+](=O)[O-])C(c2ccccc2)C2=C(CCCC2=O)O1 (stereo not given)
 : 2% | 5% | 3%
- C=C[C@]1(C)C[C@@H](OC(=O)CSCCN(CC)CC)[C@]2(C)[C@H](C)CC[C@]3(CCC(=O)[C@H]32)[C@@H](C)[C@@H]1O
 : 3µM* | . | 7.5µM*
- CC(=O)NCc1ccc(-c2csc(N)n2)s1
 : -12% | 2% | 4%
- CC1(C)NC(=O)N(CCC(=O)Nc2cc(C(F)(F)F)ccc2Cl)C1=O
 : 18% | -4% | -11%
- CN(C(=O)CSC1=NCCS1)c1ccccc1
 : -5% | 2% | 0%
- CCCN(C(=O)CSc1nnc(-c2ccoc2C)n1N)C1CCS(=O)(=O)C1 (stereo not given)
 : -2% | -8% | -6%
- Cc1ccc(C(=O)N/N=C/c2cccc3ccccc23)cn1
 : -2% | . | 15%
- C[C@@H](NC(=O)[C@@H]1Cc2ccccc2CN1)C(=O)NC1CCCC1
 : 5% | 4% | 15%
- COc1ccc(Cl)cc1C(=O)NCCN(C)C
 : -6% | 2% | -3%
- CN(C)S(=O)(=O)c1ccc(N2CCCC2)c(C(=O)NNC(=O)c2ccc(Br)cc2)c1
 : -8% | 2% | 3%
- COCCNC(=O)c1cc2c(=O)n(C)c3ccccc3c2n1C
 : -14% | -1% | -10%
- NS(=O)(=O)c1ccc(CCNc2nc(CN3CCOCC3)nc3sc4c(c23)CCC4)cc1
 : -30% | 4% | -26%
- Cc1cc(N(C)Cc2ccccc2)nc2cc(O)ccc12
 : ? | . | 7%
- CN1CCN(C(=O)C2=C[C@H](c3coc4ccccc4c3=O)C[C@H](OCCCCO)O2)CC1
 : -4% | 1% | 5%

# From PubChem BioAssay
